# Assay outcomes deposited in PubChem by Sanford-Burnham Center for Chemical Genomics.
# PfGluPho inh: PfG6PD (Plasmodium falciparum) enzyme inhibition; 350,000 compounds, 0.78% hits; PfGluPho enzyme, NADPH resazurin-diaphorase fluorescence; inhibition, % at 20 µM;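 active = inhibition reaching at least a set limit at 20 µM in the primary screen, cut at about 59% in these data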;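 also: 0% = DMSO wells with substrate and 100% = DMSO wells lacking glucose-6-phosphate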
# SENP6 block: inhibitors of human SENP6 protease | 330,000 compounds, 1.8% hits | Q9GZR1 | Recombinant SENP6 catalytic domain, aminoluciferin luminescence | inhibition, % at 10 µM;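 active = inhibition above about 50% at the single tested dose, limit read from the data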;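 also: plate controls were DMSO wells with enzyme for no effect and DMSO wells lacking enzyme for full effect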
# Target sequence (Q9GZR1 628-1112 limits assumed): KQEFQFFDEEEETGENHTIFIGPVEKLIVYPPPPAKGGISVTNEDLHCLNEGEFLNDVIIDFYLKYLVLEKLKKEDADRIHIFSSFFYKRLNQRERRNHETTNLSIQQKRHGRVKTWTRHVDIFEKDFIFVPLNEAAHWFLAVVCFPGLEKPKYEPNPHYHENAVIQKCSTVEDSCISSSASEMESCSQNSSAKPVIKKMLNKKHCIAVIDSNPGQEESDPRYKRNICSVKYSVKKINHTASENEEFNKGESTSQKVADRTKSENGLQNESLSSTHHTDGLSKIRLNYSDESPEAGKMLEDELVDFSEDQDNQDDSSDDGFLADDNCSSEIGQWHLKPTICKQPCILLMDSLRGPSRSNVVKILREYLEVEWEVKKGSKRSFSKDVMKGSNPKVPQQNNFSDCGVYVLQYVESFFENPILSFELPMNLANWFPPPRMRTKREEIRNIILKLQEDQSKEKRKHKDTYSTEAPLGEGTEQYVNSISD
# SENP1 FRET inh: blocks the human SENP1 SUMO protease catalytic domain | Q9P0U3 | recombinant SENP1 catalytic domain, CyPet-SUMO1-YPet FRET cleavage | inhibition, % at 10 µM | 360,000 compounds, 0.21% hits | AID 624204;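 active = inhibition at least 30% at 10 µM, raw YFP signal under a set limit, fluorescence ratio 0.5 to 1.5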;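 also: 0% = enzyme with DMSO and 100% = no enzyme wells; some results filed as inactive read as strong as hits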
# Target sequence (Q9P0U3 419-644 limits assumed): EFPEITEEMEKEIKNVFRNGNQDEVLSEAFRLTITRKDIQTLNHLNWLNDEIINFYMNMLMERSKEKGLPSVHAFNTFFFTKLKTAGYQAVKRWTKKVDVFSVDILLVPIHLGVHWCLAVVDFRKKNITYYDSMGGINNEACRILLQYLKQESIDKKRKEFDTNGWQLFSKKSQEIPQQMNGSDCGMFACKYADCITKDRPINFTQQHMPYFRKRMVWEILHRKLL
#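 Controls: no-enzyme wells low, DMSO-plus-enzyme wells high control. Test system: human recombinant His6-tagged SENP1 catalytic domain enzyme. Reagent: SFCypet-SUMO1-SFYpet FRET protein substrate, 25 nM final. Doses: one dose per compound, 10 µM, 0.5% DMSO. Detection: FRET, CFP and YFP emission. Timing: 50 min reaction at room temperature.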
# SENP7 inh: blocks the human protease SENP7; 330,000 compounds, 1.5% hits; Q9BQF6; recombinant SENP7, Z-RLRGG-aminoluciferin luminescence, 40 min; inhibition, % at 5 µM;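 active = inhibition above about 50% at the single test dose, limit read from the data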;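 also: plate controls were DMSO with enzyme for no effect and no enzyme buffer wells for full effect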
# UBC13 inh: blocks human UBC13 polyubiquitin chain formation | P61088 | AID 485273 | 330,000 compounds, 0.47% hits | inhibition, % at 20 µM | TR-FRET; in the data active = inhibition above about 45%, passing the limit was not always enough; inconclusive = no clear call, values can overlap the other calls
# Target sequence (P61088 whole entry, looked up): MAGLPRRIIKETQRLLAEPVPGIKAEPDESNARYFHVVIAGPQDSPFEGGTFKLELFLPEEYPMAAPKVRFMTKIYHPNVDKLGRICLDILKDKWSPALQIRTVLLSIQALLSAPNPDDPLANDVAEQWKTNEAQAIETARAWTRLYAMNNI
# SENP8 block-1: blocks human SENP8 cleavage of Nedd8 substrate; Q96LD8; recombinant SENP8, Nedd8 substrate fluorescence; inhibition, % at 20 µM; 360,000 compounds, 0.64% hits; AID 602440; in the data active = inhibition mostly above about 40%, no sharp cut-off; inactive = mostly below about 27%
# Target sequence (Q96LD8 whole entry, looked up): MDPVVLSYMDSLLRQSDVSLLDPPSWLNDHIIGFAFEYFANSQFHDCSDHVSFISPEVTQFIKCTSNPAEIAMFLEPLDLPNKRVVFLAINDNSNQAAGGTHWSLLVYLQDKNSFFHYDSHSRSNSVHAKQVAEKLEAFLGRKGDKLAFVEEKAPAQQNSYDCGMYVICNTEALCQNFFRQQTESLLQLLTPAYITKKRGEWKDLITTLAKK
# HKDC1 inhibitor: HKDC1 (human) hexokinase inhibition; inhibition, % at 20 µM; Q2TB90; AID 493160; 340,000 compounds, 0.16% hits; recombinant HKDC1, G6PDH/diaphorase resazurin coupled fluorescence;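 active = inhibition above about 35% when tested at 20 µM, limit read from the data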;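 also: plate controls were DMSO wells with enzyme for no effect and DMSO wells lacking enzyme for full effect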
#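 Incubation: 90 min at room temperature in dark / Material: recombinant HKDC1 (HK5) hexokinase enzyme, produced in-house / Quantity: enzyme 5 µg/mL final / Compound: one dose of 20 µM, 1% DMSO / Reagent: glucose and ATP substrates / Buffer or medium: Tris pH 8.0 buffer with MgCl2, Tween-20, BSA, BME / Technique: resorufin fluorescence at 613 nm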
# SENP8 block-2: blocks the human protease SENP8; purified SENP8, Z-RLRGG-aminoluciferin cleavage, luminescence; Q96LD8; 330,000 compounds, 1.2% hits; inhibition, % at 10 µM; AID 2540; in the data active = inhibition above about 50%
# beta cell repl: inducers of beta-cell replication in MIN6 cells. MIN6 cells proliferation, ATPlite luminescence, 48 h; cells starved in 0.2% serum; 100% = growth in 10% serum. proliferation, % at 10 µM. 330,000 compounds, 0.29% hits. AID 2380;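 active = compounds whose signal lies at least 3.5 SD above the mean of all wells on their plate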;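 also: 0% = DMSO-treated cells in low-serum medium and 100% = 10% serum control; some compounds called inactive have numbers as strong as hits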
# Numbers without * were called inactive; ? = inconclusive; nt = not tested or not shown.
# Every second line gives: PfGluPho inh	SENP6 block	SENP1 FRET inh	SENP7 inh	UBC13 inh	SENP8 block-1	HKDC1 inhibitor	SENP8 block-2	beta cell repl
> O=C(N/N=C/c1ccccc1Br)c1cccc(S(=O)(=O)N2CCOCC2)c1
    0	-9	0	-5	-15	11	7	-6	2
> Cc1ncoc1C(=O)N1CCCC(C(=O)c2ccc3c4c(cccc24)CC3)C1 (stereo not given)
    4	-11	0	10	10	-134	-4	4	3
> CCC(CC)C(=O)Nc1cccc(/C(C)=N/NC(=O)c2c(Br)cnn2C)c1
    -36	-1	3	1	7	24	3	-2	-1
> O=C(CC1C(=O)NCCN1Cc1cccc(F)c1)NC1CCCCC1 (stereo not given)
    7	10	-14	2	2	-60	-6	3	2
> COc1ccccc1Cn1c(=S)[nH]c2ccc(F)cc2c1=O
    -3	-8	0	-3	?	1	2	0	3
> CCn1c(SCC(=O)Nc2ccc3c(c2)OCO3)nnc1C1CC1
    -2	-9	-1	-2	3	5	-3	26	0
> Cc1nc2ccccc2nc1OCC(=O)NCc1ccc2c(c1)OCO2
    -17	-20	0	3	0	-66	-1	-4	-1
> COc1cccc(/C=N/NC(=O)c2[nH]nc3c2CCc2ccccc2-3)c1
    27	-2	3	-5	3	1	-3	-11	0
> CC(=O)Oc1ccc(C(=O)Nc2nnc(C)s2)cc1
    12	18	0	11	4	36	-2	-2	-1
> COC(=O)C1=C(\O)CCCC/C=C\1C(=O)O
    -13	nt	2	nt	nt	18	-2	nt	nt
> COc1cc2c(oc(=O)c3cc(C)cc(OC)c32)c2c(C3OC(C)C(O)C(C)(O)C3O)ccc(O)c12 (stereo not given)
    -11	nt	-27	nt	nt	-414	-2	nt	nt
> O=C(CC(c1ccccc1)c1ccccc1)NCc1cccnc1
    -12	-1	2	0	-3	41*	-1	1	-1
> CCc1ccc2[nH]c(=O)c(CN(Cc3ccccc3)Cc3nnnn3Cc3ccco3)cc2c1
    2	0	-7	4	-2	-53	-4	0	-5
> O=C(NCc1ccccc1)c1ccccc1CO
    -21	-13	3	-5	-16	17	-5	-8	-1
> C/C(=N\Nc1cc(N2CCOCC2)ncn1)c1cccc([N+](=O)[O-])c1
    -5	-4	-1	5	-2	14	3	7	-5
> COc1ccc(C(=O)Nc2cccc(C)c2)cc1
    28	92*	3	90*	1	16	3	78*	-5
> O=C1CCCCC1Nc1ccc2ccccc2c1 (stereo not given)
    -2	nt	-39	nt	nt	-211	10	nt	nt
> CCC1(C(=O)NC(=Nc2ccccc2)Nc2ccccc2)CCOC1=O (stereo not given)
    -17	nt	2	nt	nt	10	9	nt	nt
> CCCOc1ccc(C(=O)Nc2ccc(S(=O)(=O)Nc3onc(C)c3C)cc2)cc1
    -19	-9	2	-2	-5	6	2	-1	-3
> NC(=O)[C@@H]1CCOc2c(I)cc([N+](=O)[O-])cc2C(=O)N[C@@H](CO)C(=O)NCC(=O)N1
    -24	4	2	0	-9	22	5	10	-4
> CCOC(=O)c1sc(NNC(=O)c2ccc(F)cc2)nc1C
    0	-35	-4	-4	-11	10	-14	-6	0
> CCOc1cc(-c2nc(-c3ccc(C)nc3OC)no2)cc(OCC)c1OCC
    -7	nt	-2	nt	nt	0	0	nt	nt
> Oc1oc(-c2ccco2)nc1C=Nc1ccccc1
    3	-5	-25	-9	-11	-10	4	-17	-3
> CCc1ccc2[nH]c(=O)c(CN(CCN(CC)CC)C(=S)NCc3ccco3)cc2c1
    16	-42	-5	2	14	-41	-7	-6	-6
> COCCN(CCOC)S(=O)(=O)c1ccc(C(=O)Nc2nnc(CSC)o2)cc1
    -10	-8	0	-1	-1	19	-14	3	0
> COc1cc(C(=O)N2CCN(CC(O)COc3ccccc3)CC2)cc(OC)c1OC (stereo not given)
    8	-9	1	1	-8	35	-2	4	-3
> Cc1cc(NC(=O)Nc2ccc(OCc3ccccc3)cc2)n(C)n1
    12	1	2	6	2	19	-4	-8	-2
> Cc1oc(C(=O)O)cc1COc1ccc2c3c(c(=O)oc2c1C)CCC3
    -24	11	-22	10	9	-116	8	-14	-1
> CCCCN(CC)Cc1ccc(CNC(=S)Nc2ccc(C)cc2Cl)o1
    -4	-10	-12	-2	2	17	-1	-9	-2
> O=C(CN1C(=O)CCSc2ccc(S(=O)(=O)N3CCCC3)cc21)Nc1ccccc1Cl
    13	7	5	3	-9	13	-6	4	-3
> Cc1ccc(NCCC(=O)c2cccs2)cc1
    6	-20	-4	-2	0	6	-1	4	-7
> C/C(=N/NC(=O)NC12CC3CC(CC(C3)C1)C2)c1ccccc1
    4	-2	0	1	3	2	-2	2	-1
> O=c1[nH]c(CN2CCN(S(=O)(=O)c3cccs3)CC2)nc2c(Br)cc(Br)cc12
    2	-8	-5	11	?	8	2	1	-6
> O=C(Nc1ccc(F)cc1)c1sccc1SCc1cccc(C(F)(F)F)c1
    9	3	3	8	-6	14	11	5	-6
> Cc1ccc(CNCCCSc2ncccn2)cc1
    10	12	-6	-8	3	1	-6	-1	-1
> COc1ccc(S(=O)(=O)N2CCCC(C(=O)O)C2)cc1Cl (stereo not given)
    0	9	2	2	-4	19	-8	-3	1
> CCOc1ccc(C(=O)NC(C(=O)NCc2cccnc2)C(C)C)cc1 (stereo not given)
    -6	11	-1	-12	-6	4	-8	-3	0
> CCCC(C)C(=O)NCc1ccncc1 (stereo not given)
    10	-15	-1	-9	-9	19	-9	-13	-2
> Cc1nc(NCC(c2ccccc2)N(C)C)c2c(C)c(C)sc2n1 (stereo not given)
    10	-2	3	12	4	3	4	-1	0
> CC(C)(C)C(=O)Cn1ncc(N2CCOCC2)c(Br)c1=O
    5	-10	1	-3	-3	18	2	-8	-1
> CCCCn1c(N)c(N(CC)C(=O)c2cccc(OCc3ccccc3)c2)c(=O)[nH]c1=O
    9	4	-13	1	7	-10	-1	-3	-3
> COc1ccc(-n2cnc3cc(C(=O)NCCN4CCOCC4)ccc32)cc1
    -1	-14	3	-10	-7	3	-7	-3	-4
> CCCOc1cccc(/C=N/NC(=O)c2csc(C)c2C)c1
    38	-1	2	9	3	14	0	4	-3
> CC(=O)C1=C(O)C(=O)N(c2ccc(O)cc2)C1c1ccccc1F (stereo not given)
    3	-5	-6	-8	0	-18	-5	-2	-3
> CS(=O)(=O)Nc1ccccc1C(=O)NCc1ccco1
    -10	2	1	1	16	-366	-2	3	-1
> COC(=O)c1ccc(C(=O)OC)c(NC(=O)COC(=O)CC2CC3CCC2C3)c1 (stereo not given)
    11	-13	-2	0	19	-234	0	-7	-3
> OC1c2cc(Cl)ccc2-c2c(Cl)cc(Cl)cc21 (stereo not given)
    23	nt	3	nt	nt	18	-2	nt	nt
> Cc1cccc(COc2ccccc2C(=O)NC2CCC(O)CC2)c1 (stereo not given)
    -2	2	4	-12	5	9	4	-5	8
> CCOc1ccc2cc(S(=O)(=O)n3ccnc3C)ccc2c1
    26	12	0	5	-5	-15	-3	-5	-1
> CCN(CC)S(=O)(=O)c1cc(NC(=O)c2ccc3c(c2)NC(=O)C(C)S3)ccc1C (stereo not given)
    52	-12	0	-6	-13	-4	-3	-16	-5
> O=C(Cn1c(=O)cnc2ccccc21)Nc1cccc(S(=O)(=O)N2CCCCC2)c1
    13	3	-5	5	10	-161	-1	8	-3
> COc1cccc(CN2C(=O)C(C)Oc3ccccc32)c1 (stereo not given)
    -9	-2	1	1	9	21	-5	0	1
> COc1ccc(OC)c(NC(=O)C2C3C=CC(C3)C2C(=O)NCc2ccccn2)c1 (stereo not given)
    0	-18	4	-1	-8	10	1	-2	-2
> CC12CCC(C1)C(C)(C)C2NS(=O)(=O)c1ccc(F)cc1 (stereo not given)
    17	-21	3	-14	1	4	3	-20	5
> O=C(COc1ccccc1Cl)Nc1ccc(NC(=O)c2ccco2)cc1
    -7	-21	2	-9	4	19	1	1	0
> Cn1c(CN2CCOCC2)nnc1SCC(=O)NCCc1ccccc1
    -3	-23	2	-6	5	12	4	-6	0
> COc1ccc(-n2c(-c3ccc(Br)cc3)n[nH]c2=S)cc1
    24	0	0	7	-3	-23	11	1	-3
> Cc1nn(-c2cc(N3CCCCC3)ccc2[N+](=O)[O-])c(=O)c2ccccc12
    1	-6	-1	15	-35	23	-2	-1	4
> Cc1cccc(/C=N/n2c(-c3ccncc3)n[nH]c2=S)c1
    11	12	2	2	3	4	-4	2	0
> CCn1cc(C(=O)N[C@H](C(=O)NCCCn2ccnc2)C(C)C)c(=O)c2cc3c(cc21)OCO3
    1	-8	0	18	3	-98	-1	-8	-3

# Going on with the list.
# Every second line gives: PfGluPho inh	SENP6 block	SENP1 FRET inh	SENP7 inh	UBC13 inh	SENP8 block-1	HKDC1 inhibitor	SENP8 block-2	beta cell repl
> CC(C)(C)NC(=O)NC(=O)COC(=O)COc1ccc2c(c1)CCC2
    0	-30	4	-11	1	14	5	-17	-1
> COc1cc(CC(=O)OCC(=O)Nc2sccc2C(N)=O)cc(OC)c1OC
    9	-41	-5	-2	11	-6	-2	-8	-1
> CC(=O)/C(=N/Nc1cccc(C)c1)N1CCOCC1
    4	4	-2	-10	-6	7	-1	0	-2
> O=C(NCc1ccco1)c1ccc(S(=O)(=O)N2CCOCC2)cc1
    23	-26	2	0	8	15	4	-4	0
> Cc1nn(CCOc2cccc(Cl)c2)c(C)c1[N+](=O)[O-]
    17	-13	0	-3	4	0	-4	5	3
> CC(=O)Nc1cccc(NC(=O)C2CC(=O)N(c3ccc(C)cc3)C2)c1 (stereo not given)
    4	10	0	4	-4	9	-7	6	-1
> Cc1nc(NC(=O)c2cccc(Cl)c2)sc1C(=O)N1CCCCC1
    -8	72*	-5	68*	15	-40	-8	57*	3
> O=C(CCCSc1ccc(Cl)cc1)Nc1cc(S(=O)(=O)N2CCOCC2)ccc1O
    74*	-16	-12	-1	22	11	-7	10	-8
> O=C(Nc1ccc2cn[nH]c2c1)c1c(Cl)cccc1Cl
    41	11	-2	0	5	18	0	-4	-2
> CC(CCc1ccccn1)(CCc1ccccn1)C(=O)c1ccccc1
    26	nt	-4	nt	nt	-6	-7	nt	nt
> COc1cccc(NC(=O)CN(C)C(=O)c2sc3cc(Cl)ccc3c2Cl)c1
    7	-12	-1	-3	2	9	3	-7	-7
> CC(=O)Nc1ccc(Nc2nc3c(S(=O)(=O)c4ccc(C)c(C)c4)nnn3c3ccccc23)cc1
    -20	8	-19	-14	-31	-21	-2	-13	1
> CN(C)S(=O)(=O)c1ccc(/C(O)=C2/C(=O)C(=O)N(CCN3CCCCC3)C2c2cccnc2)cc1 (stereo not given)
    -6	nt	-2	nt	nt	16	1	nt	nt
> COc1cc(OC)cc(C(=O)N2CCN(Cc3cccc(F)c3)CC2)c1
    -7	-17	-6	-8	-2	15	1	-6	-1

# Complete entries from above:
# `CC(=O)/C(=N/Nc1cccc(C)c1)N1CCOCC1` in the list: PfGluPho inh: 4; SENP6 block: 4; SENP1 FRET inh: -2; SENP7 inh: -10; UBC13 inh: -6; SENP8 block-1: 7; HKDC1 inhibitor: -1; SENP8 block-2: 0; beta cell repl: -2
# `CN(C)S(=O)(=O)c1ccc(/C(O)=C2/C(=O)C(=O)N(CCN3CCCCC3)C2c2cccnc2)cc1` (stereo not given) in the list: PfGluPho inh: -6; SENP6 block: nt; SENP1 FRET inh: -2; SENP7 inh: nt; UBC13 inh: nt; SENP8 block-1: 16; HKDC1 inhibitor: 1; SENP8 block-2: nt; beta cell repl: nt
